Compound activity deposited in PubChem BioAssay by several laboratories.
NR2E3 ag-1: human photoreceptor-specific nuclear receptor agonism | Q9Y5X4 | CHO-S Gal4-NCOR/VP16-NR2E3 two-hybrid, luciferase | inhibition of corepressor binding, % at 3.98 µM | actives 0.35% (n = 360,000) | AID 602229;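 active = inhibition above the mean of all tested compounds plus 3 SD, cut at about 70% in these data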;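 also: 0% = DMSO with NR2E3 transfected cells and 100% = cells lacking NR2E3 construct; higher means lower luciferase signal from less NR2E3 corepressor binding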
Target sequence (Q9Y5X4 whole entry, looked up, the tested form may be a part): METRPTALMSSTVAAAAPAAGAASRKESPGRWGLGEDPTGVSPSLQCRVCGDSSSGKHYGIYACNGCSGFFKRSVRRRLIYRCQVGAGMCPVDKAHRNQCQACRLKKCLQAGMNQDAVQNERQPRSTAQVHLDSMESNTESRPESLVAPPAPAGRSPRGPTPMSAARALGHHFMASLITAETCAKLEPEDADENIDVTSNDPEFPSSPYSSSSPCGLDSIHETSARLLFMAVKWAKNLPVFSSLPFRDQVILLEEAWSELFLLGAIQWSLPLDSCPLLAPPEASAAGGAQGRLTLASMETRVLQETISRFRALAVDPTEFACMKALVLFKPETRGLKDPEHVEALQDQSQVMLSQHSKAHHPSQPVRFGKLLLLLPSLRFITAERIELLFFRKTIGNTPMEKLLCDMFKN
Peg3 promoter: inhibitors of Peg3 promoter; HeLa PEG-Prom luciferase reporter, luminescence, overnight; actives 1.7% (n = 360,000); inhibition, % at 20 µM;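 active = inhibition of at least 50% at 20 µM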
hiPSC survival: enhancers of human iPSC single-cell survival | survival enhancement, % at 20 µM | actives 0.044% (n = 360,000) | hiPSC single-cell survival, ATPlite luminescence; 100% = ROCK inhibitor wells, 0% = DMSO; in the data active = survival enhancement above about 18%;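 also: cells exposed to compounds for 16 hours before the ATP read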
TRPM1 prom inh: MITF TRPM1 promoter inhibition in SK-MEL-5 cells; SK-MEL-5 TRPM1 promoter luciferase, 24 h; inhibition, % at 12.5 µM; actives 0.83% (n = 330,000);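 active = mean inhibition across replicates of 60% or more, whatever share of single replicates reaches that level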; also: values of inactives mirror those of a sister screen read the other way
H9c2 protect: protects H9c2 cardiomyocytes from peroxide injury; H2O2 injury protection, ATPLite, 2 h; protection from H2O2 cell death, % at 20 µM; actives 0.63% (n = 360,000); AID 588492;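 active = compounds giving at least 50% protection of heart cells from peroxide-induced death in the single-dose screen, raw or plate-pattern-corrected value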;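 also: 0% = DMSO wells with peroxide and 100% = DMSO wells without peroxide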
PDI inh: PDI (human) enzyme inhibition. P07237. PDI insulin aggregation turbidity, A650, 90 min. inhibition, % at 10 µM. actives 0.052% (n = 350,000). AID 588391;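 active = mean inhibition across replicates of 30% or more, whatever share of single replicates reach that level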;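 also: absorbance from insulin aggregation driven by PDI reduction with DTT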
Target sequence (P07237 whole entry, looked up): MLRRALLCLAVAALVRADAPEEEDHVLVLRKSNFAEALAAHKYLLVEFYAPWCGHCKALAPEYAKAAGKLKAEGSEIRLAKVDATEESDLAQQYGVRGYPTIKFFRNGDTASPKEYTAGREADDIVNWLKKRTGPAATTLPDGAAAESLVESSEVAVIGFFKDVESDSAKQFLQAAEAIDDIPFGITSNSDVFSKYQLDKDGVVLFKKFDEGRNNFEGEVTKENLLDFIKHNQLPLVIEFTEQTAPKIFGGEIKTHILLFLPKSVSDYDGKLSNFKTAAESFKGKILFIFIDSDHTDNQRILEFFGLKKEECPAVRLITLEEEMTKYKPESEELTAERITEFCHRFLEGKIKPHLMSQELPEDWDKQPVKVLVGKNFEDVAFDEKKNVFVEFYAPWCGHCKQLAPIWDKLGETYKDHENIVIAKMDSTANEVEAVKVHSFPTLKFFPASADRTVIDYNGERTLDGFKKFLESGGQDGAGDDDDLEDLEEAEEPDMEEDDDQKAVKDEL
CaV13 FRET inh: Primary screen for inhibitors of IQ motif and Ca2+-dependent inactivation inhibitor domain binding in CACNA1D, Förster resonance energy transfer in living cells, …; HEK cells, CFP/YFP FRET ICDI-IQ, plate reader, 10 min; percent FRET-ratio fall versus neutral wells; inhibition, % at 12.3 µM; actives 0.098% (n = 340,000); AID 743397;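 active = mean replicate inhibition of at least 30% and at least 1% of replicates passing that level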;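 also: 0% = median of the neutral control wells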
Shn3 inh set2: Schnurri-3 reporter inhibition in Clone20 osteoblasts; AID 588674; inhibition, % at 12.5 µM; Clone20 osteoblast Shn3 3'UTR firefly luciferase, 24 h; actives 0.52% (n = 360,000);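 active = mean inhibition of at least 75% with every replicate also reaching 75%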;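 also: 0% = median of neutral control wells and 100% = pilot-screen positive control compound; some compounds past the cut are filed as inactive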
HIF-2a block: inhibitors of HIF-2a; 786-0 RCC cells HIF-2a reporter, luciferase luminescence, overnight; inhibition, % at 18.8 µM; actives 0.72% (n = 360,000); AID 624352;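 active = inhibition of the luminescence signal of 40% or more relative to plate controls, in a single-dose primary screen at 18.75 µM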
m5-HT2A agonist: agonists of mouse serotonin 5-HT2A receptor (HTR2A). P35363. CHO-K1 mHTR2A beta-arrestin complementation, luminescence; percent of 30 µM serotonin response. activation, % at 7.6 µM. actives 0.66% (n = 360,000);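 active = activation above a run cutoff, the mean activation of all tested compounds plus 3 SD, cut at about 14% in these data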;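 also: 0% = plate median of compound wells and 100% = 30 µM serotonin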
NR2E3 ag-2: activates human photoreceptor nuclear receptor NR2E3; Q9Y5X4; GST-NR2E3/biotin-RetCOR TR-FRET, 1536-well; inhibition of corepressor binding, % at 4.78 µM; actives 0.12% (n = 320,000); AID 2300;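 active = percent inhibition above the cutoff of mean plus 3 SD of all tested compounds, set per screening campaign, cut at about 20% in these data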;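 also: 0% = DMSO wells and 100% = biotin wells as full block of FRET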
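Material: NR2E3–RetCOR corepressor complex | Quantity: 1.35 nM GST-tagged NR2E3 final | Schedule: 5 h at 4 °C | Replication: Singlicate compound wells | Reagent: RetCOR corepressor, biotinylated, 7 nM | Controls: Biotin wells as high control, 0.6% DMSO wells as low control | Signal: TR-FRET, Eu(K)-anti-GST donor, streptavidin-D2 acceptor, ex 340, em 617/671 nm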
The depositor's hits bear a star.

Start of the data: the first three compounds (preview)
For COc1c(/C=N/NC(N)=S)c(C)nn1-c1ccccc1 the results were NR2E3 ag-1 12, Peg3 promoter -7, hiPSC survival -2.3, TRPM1 prom inh 10, H9c2 protect 4, PDI inh -4, CaV13 FRET inh 4, Shn3 inh set2 -5, HIF-2a block -22, m5-HT2A agonist 0 and NR2E3 ag-2 0.
`O=C(c1ccccc1F)N(Cc1ccc2c(c1)OCO2)Cc1cc2cc3c(cc2n2nnnc12)OCO3` gave NR2E3 ag-1 -19, Peg3 promoter 11, hiPSC survival -1.5, TRPM1 prom inh 6, H9c2 protect 11, PDI inh 2, Shn3 inh set2 12, HIF-2a block 0, m5-HT2A agonist 3 and NR2E3 ag-2 -1.
c1ccc(COc2ccccc2CNC23CC4CC(CC(C4)C2)C3)cc1 was read as NR2E3 ag-1 -4, Peg3 promoter 75*, hiPSC survival -2.7, TRPM1 prom inh 7, H9c2 protect -16, PDI inh 3, CaV13 FRET inh -5, Shn3 inh set2 -8, HIF-2a block 13, m5-HT2A agonist -2 and NR2E3 ag-2 -1.

The listing, previewed entries included:
For COc1c(/C=N/NC(N)=S)c(C)nn1-c1ccccc1 the results were NR2E3 ag-1 12, Peg3 promoter -7, hiPSC survival -2.3, TRPM1 prom inh 10, H9c2 protect 4, PDI inh -4, CaV13 FRET inh 4, Shn3 inh set2 -5, HIF-2a block -22, m5-HT2A agonist 0 and NR2E3 ag-2 0.
`O=C(c1ccccc1F)N(Cc1ccc2c(c1)OCO2)Cc1cc2cc3c(cc2n2nnnc12)OCO3` gave NR2E3 ag-1 -19, Peg3 promoter 11, hiPSC survival -1.5, TRPM1 prom inh 6, H9c2 protect 11, PDI inh 2, Shn3 inh set2 12, HIF-2a block 0, m5-HT2A agonist 3 and NR2E3 ag-2 -1.
c1ccc(COc2ccccc2CNC23CC4CC(CC(C4)C2)C3)cc1 was read as NR2E3 ag-1 -4, Peg3 promoter 75*, hiPSC survival -2.7, TRPM1 prom inh 7, H9c2 protect -16, PDI inh 3, CaV13 FRET inh -5, Shn3 inh set2 -8, HIF-2a block 13, m5-HT2A agonist -2 and NR2E3 ag-2 -1.
Screening Cc1ccc(-c2nc(N/N=C/c3ccccc3[N+](=O)[O-])c3ccccc3n2)cc1 returned NR2E3 ag-1 -36, Peg3 promoter -245, hiPSC survival -5.0, TRPM1 prom inh -54, H9c2 protect -15, PDI inh 7, CaV13 FRET inh -4, Shn3 inh set2 35, HIF-2a block -327, m5-HT2A agonist 5 and NR2E3 ag-2 4.
CC(C(=O)Nc1ccc([N+](=O)[O-])cc1)N1CCN(C/C=C/c2ccccc2)CC1 (centres undefined) was read as NR2E3 ag-1 12, Peg3 promoter 18, hiPSC survival -1.4, TRPM1 prom inh -7, H9c2 protect -2, PDI inh 0, CaV13 FRET inh -5, Shn3 inh set2 13, HIF-2a block 5, m5-HT2A agonist 1 and NR2E3 ag-2 -2.
For CCN(CC)/C(=N/O)NC(=O)NS(=O)(=O)c1ccc(C)cc1 the results were NR2E3 ag-1 8, Peg3 promoter 7, hiPSC survival 1.6, TRPM1 prom inh -1, H9c2 protect -7, PDI inh 2, CaV13 FRET inh 0, Shn3 inh set2 7, HIF-2a block 9, m5-HT2A agonist 4 and NR2E3 ag-2 1.
For CCc1c(O)nc(SCC(=O)N2CCOCC2)n(-c2ccccc2)c1=O the results were NR2E3 ag-1 -11, Peg3 promoter -3, hiPSC survival -1.8, TRPM1 prom inh 8, H9c2 protect 4, PDI inh -2, CaV13 FRET inh -8, Shn3 inh set2 11, HIF-2a block -8, m5-HT2A agonist 1 and NR2E3 ag-2 0.
For COc1cccc(NC(=S)NN2CCN(C)CC2)c1 the results were NR2E3 ag-1 -38, Peg3 promoter -139, hiPSC survival 1.2, TRPM1 prom inh -6, H9c2 protect 3, PDI inh -5, CaV13 FRET inh 0, Shn3 inh set2 -10, HIF-2a block -48, m5-HT2A agonist -3 and NR2E3 ag-2 3.
Screening O=C(O)CCCC(=O)Nc1ccc(Br)cc1C(=O)O returned NR2E3 ag-1 -3, Peg3 promoter 29, hiPSC survival 7.2, TRPM1 prom inh 6, H9c2 protect 4, PDI inh 4, CaV13 FRET inh -4, Shn3 inh set2 0, HIF-2a block 16, m5-HT2A agonist -3 and NR2E3 ag-2 -1.
`COCCN(C(=O)COC(=O)C1(c2ccccc2)CC1)c1c(N)n(CC(C)C)c(=O)[nH]c1=O` gave NR2E3 ag-1 1, Peg3 promoter -6, hiPSC survival 0.5, TRPM1 prom inh -2, H9c2 protect 8, PDI inh 2, CaV13 FRET inh -2, Shn3 inh set2 0, HIF-2a block 10, m5-HT2A agonist 2 and NR2E3 ag-2 -2.
Screening O=c1c(C=NCc2cccnc2)c(C(F)(F)F)[nH]n1-c1nc2ccccc2s1 returned NR2E3 ag-1 -76, Peg3 promoter -70, hiPSC survival -3.0, TRPM1 prom inh -11, H9c2 protect -21, PDI inh -8, CaV13 FRET inh 0, Shn3 inh set2 -6, HIF-2a block -20, m5-HT2A agonist 1 and NR2E3 ag-2 4.
For COc1ccc(CCNC(=O)C2CC(=O)N(c3ccc(Br)cc3)C2)cc1OC (centres undefined) the results were NR2E3 ag-1 5, Peg3 promoter 10, hiPSC survival -0.6, TRPM1 prom inh 5, H9c2 protect 0, PDI inh 2, CaV13 FRET inh -18, Shn3 inh set2 7, HIF-2a block 14, m5-HT2A agonist 6 and NR2E3 ag-2 -4.
`COc1ccc(OC)c(-c2c(=O)n(OCc3ccccc3Br)c3ccccc3[n+]2[O-])c1` gave NR2E3 ag-1 -2, Peg3 promoter 26, hiPSC survival 2.1, TRPM1 prom inh 16, H9c2 protect 9, PDI inh -4, CaV13 FRET inh -2, Shn3 inh set2 34, HIF-2a block 24, m5-HT2A agonist 4 and NR2E3 ag-2 1.
Screening CCOc1ccc(NC(=O)Cc2ccc(NC3=NC4CS(=O)(=O)CC4S3)cc2)cc1 (centres undefined) returned NR2E3 ag-1 -7, Peg3 promoter -1, hiPSC survival -3.1, H9c2 protect -2, CaV13 FRET inh -7, Shn3 inh set2 -8, HIF-2a block 2, m5-HT2A agonist 0 and NR2E3 ag-2 1.
`O=C1Cc2ccccc2Sc2ccccc21` gave NR2E3 ag-1 -24, Peg3 promoter 11, hiPSC survival -3.8, TRPM1 prom inh -8, H9c2 protect -7, PDI inh 0, Shn3 inh set2 1, HIF-2a block 6, m5-HT2A agonist 0 and NR2E3 ag-2 1.
For CC(O)(c1ccccc1)c1nc(-c2cccc(C(F)(F)F)c2)cs1 (centres undefined) the results were NR2E3 ag-1 13, Peg3 promoter 22, hiPSC survival -0.6, H9c2 protect -8, PDI inh 10, CaV13 FRET inh -5, Shn3 inh set2 9, HIF-2a block -23 and m5-HT2A agonist -3.
Screening COc1nc(OC)nc(N2CCC(NC(=O)C(Cc3cccc(OC)c3OC)NC(C)=O)CC2)n1 (centres undefined) returned NR2E3 ag-1 13, Peg3 promoter 6, hiPSC survival 0.1, TRPM1 prom inh -7, H9c2 protect 2, PDI inh -8, CaV13 FRET inh -5, Shn3 inh set2 -10, HIF-2a block 15, m5-HT2A agonist 3 and NR2E3 ag-2 -4.
CC(C)c1nc2oc3c(N4CCN(C)CC4)ncnc3c2c2c1CCC2 was read as NR2E3 ag-1 -16, Peg3 promoter 32, hiPSC survival 4.6, TRPM1 prom inh 6, H9c2 protect 10, PDI inh -6, CaV13 FRET inh -4, Shn3 inh set2 0, HIF-2a block 12 and m5-HT2A agonist -4.
For c1ccc(-c2noc(-c3ccccc3-c3ccccc3)n2)cc1 the results were NR2E3 ag-1 -10, Peg3 promoter -3, hiPSC survival 13, TRPM1 prom inh 0, H9c2 protect -11, PDI inh 4, CaV13 FRET inh -4, Shn3 inh set2 0, HIF-2a block -29, m5-HT2A agonist 6 and NR2E3 ag-2 1.
Screening CCn1c(NC2CCCCC2)nc2ccccc21 returned NR2E3 ag-1 -22, Peg3 promoter 18, hiPSC survival -0.8, TRPM1 prom inh -4, H9c2 protect -3, PDI inh 0, CaV13 FRET inh -5, Shn3 inh set2 -1, HIF-2a block 17, m5-HT2A agonist -5 and NR2E3 ag-2 0.
Screening O=C(NCCNC(=O)c1ccc(Cl)cc1Cl)c1ccc(Cl)cc1Cl returned NR2E3 ag-1 -10, Peg3 promoter -1, hiPSC survival -1.3, H9c2 protect 2, CaV13 FRET inh -3, Shn3 inh set2 -8, HIF-2a block -2 and m5-HT2A agonist -3.
For COc1cccc(-n2nnc3c(=O)n(Cc4cccc(F)c4)cnc32)c1 the results were NR2E3 ag-1 0, Peg3 promoter -11, hiPSC survival 4.3, TRPM1 prom inh -4, H9c2 protect 3, PDI inh 2, CaV13 FRET inh -4, Shn3 inh set2 7, HIF-2a block -41, m5-HT2A agonist 2 and NR2E3 ag-2 1.
Screening COc1ccccc1N1CCN(C(=O)c2ccc(-c3ccc(Cl)cc3)o2)CC1 returned NR2E3 ag-1 -3, Peg3 promoter -24, hiPSC survival -0.5, TRPM1 prom inh 13, H9c2 protect 8, PDI inh 13, CaV13 FRET inh -15, Shn3 inh set2 37, HIF-2a block -21, m5-HT2A agonist -7 and NR2E3 ag-2 -1.
Screening CN(c1ccccc1)S(=O)(=O)c1ccc(NC(=O)COc2ccccc2)cc1 returned NR2E3 ag-1 -3, Peg3 promoter 24, hiPSC survival -0.2, TRPM1 prom inh 2, H9c2 protect -6, PDI inh 3, CaV13 FRET inh -10, Shn3 inh set2 8, HIF-2a block 6, m5-HT2A agonist -6 and NR2E3 ag-2 -2.
Screening COc1cc(OC)nc(Nc2nc(C(C)N)cs2)n1 (centres undefined) returned NR2E3 ag-1 3, Peg3 promoter 22, hiPSC survival 0.7, H9c2 protect 12, PDI inh -1, CaV13 FRET inh -5, Shn3 inh set2 -25, HIF-2a block 3 and m5-HT2A agonist 3.
`C[C@@H](C(=O)Nc1nc2ccccc2s1)N1C(=O)C2CC=CCC2C1=O` (some centres undefined) gave NR2E3 ag-1 -11, Peg3 promoter -14, hiPSC survival -0.1, TRPM1 prom inh -6, H9c2 protect -3, PDI inh 4, CaV13 FRET inh -3, Shn3 inh set2 -11, HIF-2a block 0, m5-HT2A agonist 6 and NR2E3 ag-2 3.
Screening COC(=O)c1sc(S(=O)(=O)N2CCC(C(=O)O)CC2)c(C(=O)OC)c1C returned NR2E3 ag-1 7, Peg3 promoter 7, hiPSC survival 4.1, TRPM1 prom inh 11, H9c2 protect 6, PDI inh 1, CaV13 FRET inh -4, Shn3 inh set2 1, HIF-2a block 13, m5-HT2A agonist 10 and NR2E3 ag-2 -3.
